# NR2F2 inh = inhibitors of human COUP-TFII (NR2F2) | AID 686940 | inhibition, % at 8.6 µM | HEK293T NGFI-A luciferase reporter, luminescence | 0.7% of 370,000 active;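 active = inhibition above a per-plate cutoff, mean inhibition of test wells between control levels plus 3 SD, cut at about 38% in these data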;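 also: cells cotransfected with COUP-TFII expression vector driving the NGFI-A reporter; 0% = median of COUP-TF2 test wells and 100% = reporter-only cells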
# NCOA3 inh = inhibits human SRC3 coactivator. AID 588352. inhibition, % at 3.6 µM. 0.17% of 360,000 active. HEK293 GAL4-SRC3 luciferase reporter, luminescence;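 active = inhibition above a per-campaign cutoff, the mean of all compounds plus 3 SD, cut at about 60% in these data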;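 also: 0% = DMSO-treated cells and 100% = gossypol-treated cells at 36 µM; higher means less SRC3-driven luciferase light from the GAL4 reporter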
# NOD2-RIPK2 inh = inhibitors of human NOD2-RIPK2 interaction; AID 624267; inhibition, % at 4.98 µM; CHO BLA complementation NOD2-RIPK2, CCF4 ratio; O43353; 0.38% of 360,000 active; in the data active = inhibition above about 21%;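 also: 0% = vehicle only and 100% = reference blocker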
# LRH-1 inv ag = inverse agonists of human LRH-1 (NR5A2); HEK293T StAR-luciferase reporter, LRH-1 transfected, 24 h; inhibition, % at 3.6 µM; 0.13% of 360,000 active; O00482;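 active = inhibition above the mean inhibition of all tested compounds plus 3 SD, cut at about 73% in these data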;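 also: 0% = DMSO wells and 100% = reporter-only cells lacking LRH-1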
# NCOA1 inh = human NCOA1 inhibition. inhibition, % at 3.6 µM. 0.12% of 360,000 active. HEK293 GAL4-SRC1 luciferase reporter, luminescence. AID 588354;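 active = inhibition above the campaign mean plus 3 SD, with each screening campaign given its own cutoff, cut at about 60% in these data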;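 also: 0% = DMSO treated cells and 100% = gossypol at 36 µM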
# Target sequence (Q15788 whole entry, looked up, the tested form may be a part): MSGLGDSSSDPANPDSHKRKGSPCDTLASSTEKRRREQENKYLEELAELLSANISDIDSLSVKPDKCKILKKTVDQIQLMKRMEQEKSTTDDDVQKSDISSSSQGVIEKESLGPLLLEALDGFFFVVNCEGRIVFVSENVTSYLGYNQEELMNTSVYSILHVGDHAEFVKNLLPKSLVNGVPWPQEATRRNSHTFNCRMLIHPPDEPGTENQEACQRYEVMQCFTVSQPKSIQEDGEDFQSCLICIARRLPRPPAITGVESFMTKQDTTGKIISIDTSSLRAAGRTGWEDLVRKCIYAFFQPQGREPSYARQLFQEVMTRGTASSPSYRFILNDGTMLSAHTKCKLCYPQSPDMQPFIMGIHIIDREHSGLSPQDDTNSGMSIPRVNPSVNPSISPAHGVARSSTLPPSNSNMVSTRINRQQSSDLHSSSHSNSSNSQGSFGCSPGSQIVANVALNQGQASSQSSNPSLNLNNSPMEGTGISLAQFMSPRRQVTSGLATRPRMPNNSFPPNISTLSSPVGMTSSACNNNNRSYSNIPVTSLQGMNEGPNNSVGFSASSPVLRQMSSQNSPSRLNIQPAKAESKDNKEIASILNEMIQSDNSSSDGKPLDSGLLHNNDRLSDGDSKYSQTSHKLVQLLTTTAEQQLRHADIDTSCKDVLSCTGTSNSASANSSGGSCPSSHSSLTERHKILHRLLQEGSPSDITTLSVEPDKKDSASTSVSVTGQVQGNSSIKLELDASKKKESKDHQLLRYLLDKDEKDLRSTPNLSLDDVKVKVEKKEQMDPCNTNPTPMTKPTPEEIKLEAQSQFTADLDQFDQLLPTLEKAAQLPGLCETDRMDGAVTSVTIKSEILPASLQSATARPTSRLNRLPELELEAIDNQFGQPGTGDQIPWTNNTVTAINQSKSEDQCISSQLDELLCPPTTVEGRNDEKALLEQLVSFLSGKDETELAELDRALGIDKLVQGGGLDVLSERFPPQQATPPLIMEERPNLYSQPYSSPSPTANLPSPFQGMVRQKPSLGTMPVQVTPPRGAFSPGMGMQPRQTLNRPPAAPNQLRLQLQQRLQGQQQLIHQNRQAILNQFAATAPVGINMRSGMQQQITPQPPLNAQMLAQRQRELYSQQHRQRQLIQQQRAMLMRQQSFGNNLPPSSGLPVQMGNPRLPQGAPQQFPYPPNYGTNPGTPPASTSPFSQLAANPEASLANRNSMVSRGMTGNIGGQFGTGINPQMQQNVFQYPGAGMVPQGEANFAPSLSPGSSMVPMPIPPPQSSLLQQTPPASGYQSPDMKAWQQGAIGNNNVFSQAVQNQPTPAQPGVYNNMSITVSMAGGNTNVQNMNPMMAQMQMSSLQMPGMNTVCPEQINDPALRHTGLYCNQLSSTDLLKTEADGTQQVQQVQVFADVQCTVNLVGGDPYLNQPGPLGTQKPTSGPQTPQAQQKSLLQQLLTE
# TWEAK Fn14 block = TWEAK-Fn14 signaling inhibition; AID 1159606; 2% of 360,000 active; TWEAK-stimulated Fn14 reporter cells, luciferase luminescence, 8 h; inhibition, % at 10 µM; in the data active = inhibition above about 50%
# TROY NFkB inh = blocks TROY-dependent signaling in reporter cells. Q293 LMP1-TROYcd NF-kB luciferase reporter, 4 h. 0.98% of 360,000 active. AID 1347056. inhibition, % at 10 µM;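 active = compounds whose plate-normalised and pattern-corrected inhibition of the luciferase reporter signal at the single screening dose is 50% or more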
# TLR9-MyD88 inh = inhibitors of human TLR9-MyD88 binding; Q9NR96+Q99836; CHO BLA complementation TLR9-MyD88, CCF4 FRET ratio; inhibition, % at 4.98 µM; 0.21% of 340,000 active;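 active = inhibition above the mean over all tested compounds plus 3 SD, cut at about 21% in these data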;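 also: 0% = DMSO only wells and 100% = clavulanate BLA inhibitor control wells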
# TRAIL sens C8 = caspase-8 TRAIL sensitization. 1% of 360,000 active. inhibition (viability loss, TRAIL sensitization), % at 10 µM. AID 624354. NB7+C8 cells + TRAIL, ATPlite viability luminescence;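 active = compounds causing at least 50% loss of cell viability in the single-dose screen, relative to plate controls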
# EBV LMP1 NFkB = inhibitors of Epstein-Barr LMP1-induced NF-kappaB reporter; LMP1-induced NF-kappaB luciferase reporter cells, luminescence; inhibition, % at 12.5 µM; 0.69% of 350,000 active; AID 504558; in the data active = inhibition above about 41%;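 also: 0% = neutral control wells and 100% = reference inhibitor control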
# NCOA2 inhibitor = human SRC2 (NCOA2) inhibition | inhibition, % at 9 µM | Q15596 | HEK293 GAL4-SRC2 luciferase reporter, luminescence | 0.17% of 370,000 active | AID 651957;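 active = inhibition above the mean inhibition of all tested compounds plus 3 SD, set per campaign, cut at about 52% in these data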;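 also: 0% = DMSO treated cells and 100% = cells given Gossypol at 36 µM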
# Numbers without * were called inactive; . = no result given. This is a subset; the hit share may differ from the screen's.
SMILES,NR2F2 inh,NCOA3 inh,NOD2-RIPK2 inh,LRH-1 inv ag,NCOA1 inh,TWEAK Fn14 block,TROY NFkB inh,TLR9-MyD88 inh,TRAIL sens C8,EBV LMP1 NFkB,NCOA2 inhibitor
OCCNC(=S)NCCc1ccccc1,2,-3,-5,-2,-16,1,-23,3,-5,-10,9
Cc1ccc(OCC(=O)Nc2ccncc2)cc1C,20,-15,-13,3,-5,-28,-10,-2,6,6,-7
Fc1ccc(NC(=S)NCc2ccc3c(c2)OCO3)cc1,-3,0,-6,-1,-23,1,-11,-6,-10,2,10
CCC(=O)Nc1nc(-c2ccccc2)nc(SC)c1C(C)=O,-6,14,-3,-9,16,2,17,13,-9,-1,-23
CC1(C)CC(=O)C2=C(C1)Nc1ncnn1C2c1cccs1 (stereo unspecified),-3,-1,-1,1,15,-14,-3,-1,-14,3,-32
Cc1ccc(S(=O)(=O)N2CCC(C(=O)Nc3ccc(S(=O)(=O)N4CCCC4)cc3)CC2)cc1C,21,2,-11,1,3,14,14,-4,16,9,30
CN(C)/C=N/c1c(C#N)cnn1-c1nc2ccccc2s1,-1,14,0,25,14,44,42,-2,1,-4,10
O=C(O)CN=C1NC2(CCCC2)Cc2ccccc21,8,3,-15,-26,-9,11,45,9,-2,-8,4
Cc1cccc2cn[nH]c12,-3,12,-3,9,-5,-3,11,-2,22,-6,23
C/C(=N\OCc1ccc(C#N)cc1)c1cc2ccccc2o1,-3,8,6,13,-7,-24,2,-2,-11,-1,-7
O=C(c1ccc([N+](=O)[O-])cc1[N+](=O)[O-])N1CCN(C(=O)C2CCCO2)CC1 (stereo unspecified),3,10,9,3,-5,4,-11,-17,9,0,-10
CC1CCCN(CCSc2ccc(Cl)cc2)C1 (stereo unspecified),-3,-6,-1,6,-15,-13,-15,-10,-3,-5,3
CCOc1ccccc1NC(=O)C1CCN(c2nc(-c3ccc(OC)cc3)no2)CC1,9,14,3,-5,10,8,9,9,-2,15,-1
COCCCNC(=S)NNC(=O)c1ccc2c(c1)OCO2,7,-6,-8,-11,-14,-7,-32,-2,4,3,-16
CC1CCCC(NS(=O)(=O)c2ccc3c(c2)OCCO3)C1C (stereo unspecified),-11,-3,-2,-2,6,6,12,0,-8,0,17
COc1ccccc1-c1n[nH]c(=S)n1Cc1ccccc1,-1,-5,-3,6,-1,14,15,9,-12,-11,0
CCCNC(=O)Cn1nc(C)n2c(cc3cc(F)ccc32)c1=O,9,17,0,-3,-4,4,0,11,-10,2,9
COc1ccc(C(O)(c2ccccc2)C(C(=O)O)c2ccccc2)cc1 (stereo unspecified),-8,-17,-1,-4,-5,7,-34,-4,3,-6,-14
CCOC(=O)CSCC(=O)Nc1nnc(-c2cccc([N+](=O)[O-])c2)s1,3,-2,-2,-17,-13,8,4,0,15,-12,0
COc1ccc(C2=NO[C@@H]3[C@@H]4C[C@@H]([C@H]5C(=O)N(C)C(=O)[C@@H]45)[C@H]23)c(OC)c1,-15,7,-6,-10,5,-19,-1,.,-9,.,-2
O=S(=O)(c1ccccc1)c1nc(-c2ccco2)oc1NCCCn1ccnc1,12,-38,3,7,-3,-4,2,-3,-19,-1,-22
CCn1ncc(Br)c1C(=O)Nc1ccc(C(C)C)cc1,-17,-50,-4,-32,-47,-40,-39,-3,5,-13,-51
CCOc1cccc(OCCNC2CCCC2)c1,-27,0,2,-1,-12,-2,-7,-6,3,8,10
COc1cc(SC)ccc1C(=O)NNC(=O)c1cc(C)oc1C,-37,-57,-8,-82,-92,17,-9,0,69*,15,-41
COc1ccc(S(=O)(=O)Nc2cccc3c2O[C@H](CN(C)C(=O)Nc2ccccc2)[C@@H](C)CN([C@H](C)CO)C3=O)cc1,-10,7,2,13,-10,24,3,5,6,-7,5
CCCc1nc2ccccc2n1CCc1ccccc1,-15,-1,-7,7,12,15,-5,-5,-1,0,-31
O=C(NN=Cc1cc(=O)[nH]c(=O)[nH]1)c1ccncc1,7,14,-20,2,-7,0,2,-16,0,-12,-58
c1ccc(C2Nc3ccccc3-c3nc4ccccc4n32)cc1 (stereo unspecified),-26,-39,-1,-67,-45,4,-51,-1,8,-3,-44
CN(C(=O)CSc1nnc(CN2CCCC2)n1Cc1ccccc1)c1ccccc1,-9,1,-2,-5,-1,5,7,2,22,1,-15
Cc1ccc(S(=O)(=O)Oc2ccc(/C=C3\N=C(c4cccc(C)c4)OC3=O)cc2)cc1,1,1,-1,4,4,-7,15,5,-8,8,-7
O=C(CCC(=O)N1CCN(S(=O)(=O)c2cccc(F)c2)CC1)c1cccs1,-6,24,3,10,14,4,-8,4,-1,-9,-16
CCN(CC)C(=O)C1CC(=O)N(c2ccc(F)c(Cl)c2)C1 (stereo unspecified),-10,-12,-7,5,-26,25,0,7,3,1,0
Cc1ccc(C(=O)N2CCN(Cc3ccc4c(c3)OCO4)CC2)o1,-11,8,0,11,-22,-9,4,-1,0,8,6
COc1ccc(NC(=O)C2CCCN(S(C)(=O)=O)C2)cc1Cl (stereo unspecified),6,-11,3,-5,3,-22,-8,9,-2,-24,21
CCOC(=O)/C=C1/SCC(=O)N1CCOc1cccc(Br)c1,12,1,-10,39,7,-10,10,3,-9,-7,5
CCOc1ccccc1NC(=O)C1CCN(C(=O)C2CC(=O)N(c3ccc(C)cc3)C2)CC1 (stereo unspecified),7,1,-3,11,-17,2,-5,2,2,0,14
CCOC(=O)C1=C(C)NC(=O)NC1c1ccc(OC(=O)c2ccco2)cc1 (stereo unspecified),7,4,-4,-11,-1,-24,22,-9,-2,2,-9
COc1ccc(CNC(=O)c2ccc(Cl)c(S(=O)(=O)N3CCOCC3)c2)cc1OC,.,34,9,39,23,16,19,-6,14,14,.
CC(C)(C)NC(=O)C(c1ccc(F)cc1)N(Cc1ccco1)C(=O)Cn1nnc(-c2cccs2)n1 (stereo unspecified),10,13,0,-6,7,17,4,1,-13,-2,-6
CCOC(=O)C1=C(C)Nc2ccccc2N=C1NC(=O)C1CCN(C(=O)c2ccccc2C)CC1,7,-3,6,-4,3,4,6,-1,-39,-4,-19
O=C(O)Cn1c2c(c3ccccc31)CSc1ccc(Cl)cc1-2,8,12,-1,16,-9,-7,14,-7,-14,-13,6
CCCCCCCN1CCC(=O)N([C@H](CO)c2ccccc2)CC1,11,4,5,9,-5,0,3,0,-4,7,-4
Cc1cc(C)n(C(=O)c2ccc(C)c(S(=O)(=O)N3CCCCC3)c2)n1,12,8,-2,-6,0,-7,-1,-5,1,-3,10
CCC(NC(=O)Nc1cc(OC)c(OC)c(OC)c1)(C(F)(F)F)C(F)(F)F,-9,2,-10,-7,-9,14,-3,0,0,-3,-6
CN1CCN(S(=O)(=O)c2cccc(C(=O)NCCOc3ccccc3F)c2)CC1,-7,-4,7,-7,-29,4,4,-10,-19,-4,-1
CC(=O)NC1(NC(C)=O)CCN(C)CC1,-11,6,-9,0,-3,4,1,-6,-4,-3,19
CN(c1ccc([N+](=O)[O-])cc1C(N)=O)C1CCCCC1,-12,12,7,6,19,10,1,5,-7,-7,-7
CCCCc1nnc(SCC(=O)Nc2nccs2)n1C,-18,3,-12,2,-14,-3,-27,3,7,-2,-11
COc1ccc(C)cc1S(=O)(=O)N(CC(=O)Nc1cccc([N+](=O)[O-])c1)c1cc(C)cc(C)c1,-6,15,-2,0,-8,22,9,2,4,-3,8
O=C(NCC1CCCO1)/C(=C/c1cn(-c2ccccc2)nc1-c1cccnc1)NC(=O)c1ccccc1 (stereo unspecified),-13,7,4,-2,-20,13,-1,5,-7,3,2
CN(NC(=O)c1ccccc1F)c1ccc([N+](=O)[O-])cn1,-1,21,1,8,5,-6,-8,2,3,4,2
Cc1ccc(S(=O)(=O)NCCC(=O)OCC(=O)N2CCCC2=O)cc1C,15,2,-2,-1,-5,-6,-9,9,-17,0,-1
CSc1nnc(Cn2c(=O)sc3ccccc32)n1C,27,2,-4,4,-7,-40,7,-10,1,2,14
Cc1nn(Cc2ccccc2)c(C)c1CNC(=O)CN=C1NS(=O)(=O)c2ccccc21,-25,2,-6,-1,-8,-23,-10,-10,4,-2,17
